Screening results as filed in PubChem BioAssay.
CAL PDZ FP-1 = untagged CAL PDZ binding inhibitors, primary screen, biochemical, fluorescence polarization, HTS | Golgi-associated PDZ and coiled-coil motif-containing protein (Homo sapiens), Q9HD26 | inhibition, % at 24.9 µM | actives 0.92% (n = 300,000) | AID 602252, 2012 | purified CAL PDZ, TMR-peptide fluorescence polarization, 1 h;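 active means mean inhibition of at least 30% with at least half of replicates also reaching 30%; inconclusive means no clear call, values can overlap the other calls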;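 further: 0% = DMSO neutral control and 100% = excess unlabeled competitor peptide PRC23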
MITF TRPM1 HTS = activators of MITF-driven TRPM1 promoter reporter, primary screen, cell-based, SK-MEL-5, luciferase, single point; SK-MEL-5 TRPM1-promoter luciferase, 24 h; % of positive control, neutral wells = 0; AID 588334, 2011; activation, % at 12.5 µM; actives 0.75% (n = 300,000);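 active means mean activation of at least 80% with every replicate also reaching 80%; inconclusive means mean reaches 80% but some replicate falls short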;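 further: 0% = neutral control wells and 100% = parthenolide positive control wells; values of inactives mirror those of a sister screen read the other way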
cardiac RTF act = cardiac RTF calcium sensitivity activators, primary screen, biochemical, IANBD-TnC fluorescence, EC20 calcium | activation, % at 7.2 µM | IANBD-labeled TnC RTF fluorescence at EC20 calcium; 0% EC20 calcium, 100% full calcium | actives 0.24% (n = 340,000) | Troponin I, cardiac muscle (Homo sapiens) + Troponin T, cardiac muscle (Homo sapiens) + …;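 active means activation above the mean over all tested compounds plus 3 SD, cut at about 30% in these data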;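 further: rise in fluorescence read as greater calcium sensitivity of cardiac thin filaments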
Wnt act = Wnt/beta-catenin pathway activators, primary screen, cell-based, plate reader, single point | activation, % at 9.35 µM | Wnt/beta-catenin reporter cell assay, activator | AID 743398, 2014 | actives 1.2% (n = 300,000); in the data active means activation above about 30%, passing the limit was not always enough; inconclusive means no clear call, values can overlap the other calls;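 further: 0% = neutral control wells and 100% = positive control wells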
V-ATPase pHluor = regulators of yeast V-ATPase proton pumping, primary screen, pHLuorin cytosolic pH fluorescence. S. cerevisiae. response, % at 10 µM. actives 0.37% (n = 350,000); in the data active means response mostly above about 7.3%, no sharp cut-off; inactive means mostly below about 5.4%; further: actives read high; inactives centre near 0; some compounds called inactive have numbers as strong as hits
Tat transport = E. coli Tat export inhibitors, primary screen, MC4100, TorA-mCherry reporter, fluorescence, single point; AID 488895, 2010; inhibition, % at 10 µM; actives 0.036% (n = 340,000);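 active means mean replicate inhibition at least 50% and at least half of replicates individually reaching 50%; inconclusive means only one of the two criteria met; inactive means neither criterion met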;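 further: exported cargo escapes ClpAP degradation while cytoplasmic cargo is degraded and loses fluorescence; 0% = median of neutral control wells and 100% = median of NaSCN control wells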
CDK5 inh = inhibitors of human CDK5/p35 kinase, primary screen, biochemical, single concentration. Cyclin-dependent kinase 5 (Homo sapiens) + Cyclin-dependent kinase 5 activator 1 (Homo …. actives 0.01% (n = 330,000). inhibition, % at 10 µM. Recombinant CDK5/p35, ADP-Glo luminescence, 60 min. AID 488839, 2010;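 active means highest replicate inhibition of at least 50% and at least 75% of replicates reaching 50%; inconclusive means only one of the two criteria met; inactive means both criteria failed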;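 further: plate controls were DMSO neutral control for no effect and GW8510 at 10 µM for full effect; many of its hits are not listed in these tables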
Rtt109 HAT inh = inhibitors of C. albicans Rtt109/Vps75 HAT, primary screen, biochemical, ThioGlo CoA-SH fluorescence, plate reader; Histone acetyltransferase RTT109 (Candida albicans (strain SC5314 / ATCC MYA-2876)), …; purified Rtt109/Vps75, 4 h; inhibition, % at 34.9 µM; actives 0.16% (n = 330,000);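 active means inhibition of at least 50% in every replicate; inconclusive means best replicate reaches 50% inhibition but some replicates fall short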
Target sequence (Q5AAJ8 whole entry, looked up): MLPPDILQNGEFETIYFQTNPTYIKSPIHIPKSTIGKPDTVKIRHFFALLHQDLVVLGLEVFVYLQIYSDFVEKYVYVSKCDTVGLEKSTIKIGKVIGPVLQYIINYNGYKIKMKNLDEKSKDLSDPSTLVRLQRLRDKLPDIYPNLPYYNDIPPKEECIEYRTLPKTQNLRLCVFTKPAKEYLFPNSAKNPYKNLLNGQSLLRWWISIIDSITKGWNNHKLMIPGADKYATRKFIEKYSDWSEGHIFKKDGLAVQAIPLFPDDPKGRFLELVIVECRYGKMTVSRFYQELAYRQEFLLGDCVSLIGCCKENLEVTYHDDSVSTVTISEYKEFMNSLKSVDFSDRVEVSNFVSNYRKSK
dFosB act = activators of delta FosB homodimer, primary screen, biochemical, fluorescence polarization, TAMRA-CDK5 oligo, single point. purified delta FosB; percent of positive-control signal above neutral wells. actives 0.99% (n = 340,000). activation, % at 25 µM. Protein FosB (Mus musculus), P13346;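 active means mean activation above about 17%, with every replicate also reaching it, limit read from the data, passing the limit was not always enough; inconclusive means only one of the two conditions met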;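 further: fluorescence polarization rise as delta FosB binds a TAMRA Cdk5 AP-1 oligo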
Target sequence (P13346 whole entry, looked up): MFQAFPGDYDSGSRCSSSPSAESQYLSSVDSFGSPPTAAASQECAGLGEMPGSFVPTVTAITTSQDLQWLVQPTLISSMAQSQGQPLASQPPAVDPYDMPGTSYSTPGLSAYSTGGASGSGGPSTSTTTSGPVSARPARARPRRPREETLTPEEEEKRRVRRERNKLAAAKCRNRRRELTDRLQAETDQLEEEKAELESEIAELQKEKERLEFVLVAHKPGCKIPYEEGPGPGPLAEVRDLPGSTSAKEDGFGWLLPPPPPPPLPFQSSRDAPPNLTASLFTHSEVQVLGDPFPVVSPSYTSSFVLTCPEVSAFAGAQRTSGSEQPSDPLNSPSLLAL
CAL PDZ FP-2 = CAL PDZ peptide-binding inhibitors, primary screen, biochemical, fluorescence polarization, Cer-tagged CAL PDZ, HTS. Golgi-associated PDZ and coiled-coil motif-containing protein (Homo sapiens), Q9HD26. actives 0.02% (n = 330,000). inhibition, % at 20 µM. purified CAL PDZ, TMR-peptide fluorescence polarization, 1 h. AID 504414, 2011;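 active means highest replicate inhibition of at least 40%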;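 further: plate controls were DMSO neutral control wells for no effect and unlabeled competitor peptide control wells for full effect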
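Material: tagged CAL PDZ protein CerCALP, purified; buffer or medium: sodium phosphate/NaCl buffer pH 7.4 with TCEP, IgG, Thesit; also added: fluorescent TMR peptide probe; schedule: 1 h incubation at room temperature before polarization reading; technique: fluorescence polarization from S- and P-plane intensities, G-factor corrected; control set: unlabelled peptide and DMSO controls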
* marks the source's active call; other numbers are inactive results; ? = inconclusive; . = no result given.

SMILES | CAL PDZ FP-1 | MITF TRPM1 HTS | cardiac RTF act | Wnt act | V-ATPase pHluor | Tat transport | CDK5 inh | Rtt109 HAT inh | dFosB act | CAL PDZ FP-2
COCc1cc(N2CCOCC2)nc(-c2ccccc2)n1 | 6 | 6 | -9 | -1 | -1 | 0 | -0.2 | -4 | 2 | -0.9
CCCCC(NC(=O)CCc1c(C)c2cc3c4c(oc3c(C)c2oc1=O)CCCC4)C(=O)O (stereo unspecified) | -16 | 2 | -5 | 0 | -2 | 4 | 2.2 | 11 | 3 | -4.3
COc1ccccc1N(C1=NCCCS1)S(=O)(=O)c1ccc(C(C)(C)C)cc1 | 4 | -6 | 2 | -1 | -3 | 15 | -1.4 | 19 | -13 | 0.0
COc1cccc(CN2CCC(C(=O)N3CCN(Cc4ccc5c(c4)OCO5)CC3)CC2)c1 | -1 | -4 | 1 | -3 | 2 | -3 | -0.2 | 0 | -9 | -1.6
Cc1cc(C)cc(N(C(=O)c2ccccn2)C(C(=O)NC2CCCCC2)c2cccs2)c1 (stereo unspecified) | -2 | -3 | 3 | -1 | -1 | 0 | 0.1 | -5 | -12 | -1.2
Cc1cccc(C)c1Nc1nnc(SCC(=O)c2ccc3c(c2)NC(=O)CO3)s1 | 2 | -11 | -7 | 3 | -1 | -1 | 2.0 | 1 | -2 | -2.3
CCOC(=O)c1c(C)[nH]c(C)c1C(=O)COC(=O)CCOc1ccccc1OC | 1 | 0 | 10 | -3 | 0 | 1 | -1.3 | 6 | -3 | -2.5
COc1cc(/C=C/C(=O)OCC(=O)N(C)CC(=O)Nc2ccc(F)cc2)ccc1OC(F)F | 7 | 0 | -5 | -2 | 3 | -8 | 0.7 | 26 | -8 | 0.5
Cc1ccc(N2C(=O)C3C4C=CC(CC4)C3C2=O)cc1Br (stereo unspecified) | -1 | -14 | -4 | -1 | -2 | 5 | -1.5 | 0 | -3 | .
O=C(CNC(=O)c1ccccc1)OCc1cccc(Br)c1 | 3 | -1 | 5 | -1 | 4 | -2 | 0.4 | . | -4 | 0.0
CCNC(=S)Nc1ccc2cn[nH]c2c1 | . | -14 | -3 | -1 | -2 | 10 | 4.4 | 5 | -1 | -0.1
COc1cccc(OCC(=O)Nc2cc(Cl)ccc2Oc2ccccc2)c1 | -6 | 7 | -5 | -3 | 1 | 9 | 1.5 | 6 | -1 | -1.3
O=C(Nc1nc(-c2ccccn2)cs1)c1cc2ccccc2o1 | -9 | -12 | -1 | 8 | 0 | 5 | -0.7 | . | -26 | -3.4
CN(C)S(=O)(=O)c1cccc(NC(=O)c2cccc(S(=O)(=O)N3CCc4ccccc43)c2)c1 | 3 | . | -4 | -2 | 1 | 9 | -0.6 | -3 | -2 | -1.1
COc1ccc(C(=O)NC(=S)NNC(=O)c2ccc(O)cc2)cc1[N+](=O)[O-] | -3 | -4 | 4 | -4 | -2 | -5 | 4.8 | . | -1 | -2.5
O=C(NCCCC1CCCC1)C1CCC(=O)N(Cc2cccc(F)c2)C1 (stereo unspecified) | -3 | 2 | -4 | 1 | -3 | 7 | 1.9 | -9 | -9 | -0.1
CCCOc1cccc(C(=O)Nc2ccccc2C(=O)N2CCN(C)CC2)c1 | -3 | 0 | 5 | 0 | 1 | 14 | -1.9 | -7 | -11 | -0.4
Cc1ccc(CN2CCN(CC(=O)NCc3ccccc3)CC2)cc1 | -4 | . | -3 | -1 | 2 | -5 | 0.7 | 53* | -6 | 2.3
O=C1C(=O)N(CCN2CCCCC2)c2ccccc21 | -1 | -1 | 3 | . | 3 | 0 | -0.3 | 13 | 1 | 0.6
COc1ccc2[nH]c3c(c2c1)CCN1C(=O)C(CC(=O)NCCC2=CCCCC2)C[C@H](C(=O)N(C(C)C)C(C)C)[C@@]31C (stereo partly specified) | 1 | -26 | 1 | -3 | -1 | 22 | -1.1 | -9 | -11 | -0.5
CCn1c(SCC(O)c2ccccc2)nnc1-c1ccccc1 (stereo unspecified) | -1 | 2 | 1 | 6 | 3 | 11 | 1.4 | -3 | 3 | 0.2
FC(F)(F)c1cnc(-c2cnc(-c3ccccn3)nc2)c(Cl)c1 | -3 | 16 | 1 | ? | 0 | 1 | 0.6 | -3 | -1 | -1.2
CCC(NC(=O)Cc1c(C)c2c(cc(C)c3c(C)c(C)oc32)oc1=O)C(=O)O (stereo unspecified) | -9 | 0 | -4 | 1 | -3 | 1 | -1.6 | . | -3 | -4.6
CC(=O)Nc1ccc(S(=O)(=O)N2CCN=C2SCc2ccc(C)cc2)cc1 | -8 | 28 | 0 | 9 | 0 | 3 | -2.6 | 12 | -13 | -0.3
COc1ccc(Cl)cc1C(=O)NCC(=O)OCc1ccccc1 | 0 | 8 | -2 | -3 | 2 | 3 | -1.3 | -10 | -7 | -2.3
CCCCOc1ccc(C(=O)NCc2ccncc2)cc1 | -3 | -8 | 2 | . | 2 | 1 | -0.3 | 4 | 3 | -2.1
Cc1ccc(S(=O)(=O)CC(C)N2CCOCC2)c(S(=O)(=O)CC(C)N2CCOCC2)c1 (stereo unspecified) | -2 | 8 | 2 | -2 | -1 | -1 | -1.3 | 19 | 1 | -1.9
COc1ccc(S(=O)(=O)Nc2c(C)nc3nc[nH]n3c2=O)cc1 | -3 | -4 | -5 | -1 | 1 | 0 | -0.1 | -5 | -5 | 0.2
CC(CN1CCCCC1)OC(=O)c1cc2ccccc2o1 (stereo unspecified) | -1 | -2 | 1 | . | -2 | -5 | -1.5 | -6 | -2 | 0.3
CCN(CC)c1nc(N)c2c(N)nc(OC)cc2c1C#N | -5 | -21 | -5 | -2 | -2 | -2 | 0.2 | -4 | -9 | -1.0
NS(=O)(=O)c1ccc(NC(=O)c2ccc(Cl)c(S(=O)(=O)NCc3ccco3)c2)cc1 | -10 | 11 | 0 | 1 | 0 | 14 | 1.4 | 3 | -10 | -2.7
COc1ccc(CNC(=O)COC(=O)c2ccc(Br)c(S(=O)(=O)N3CCOCC3)c2)cc1 | -2 | -6 | 0 | -2 | 6 | -5 | 1.9 | 15 | -9 | 1.0
Cc1ccc(SCC(=O)OCC(=O)N(C)CC(=O)Nc2ccc(F)cc2)cc1C | -1 | -5 | -10 | -3 | -1 | 7 | -0.6 | 11 | -13 | -2.3
O=C(NCCc1ccccc1)c1cccc([N+](=O)[O-])c1 | -4 | 94* | 5 | . | 2 | -7 | -0.2 | -1 | 7 | -0.1
CCOc1ccc(S(=O)(=O)N2CCCC(C(=O)NCc3ccccc3)C2)cc1 (stereo unspecified) | -6 | -8 | 0 | -2 | 3 | -8 | 0.2 | -3 | -2 | -0.7
COc1cc(/C=N/NC2=NS(=O)(=O)c3ccccc32)cc(OC)c1OC | 0 | 20 | -1 | 1 | 0 | -9 | -0.9 | 2 | -4 | -0.3

One compound at a time, as listed above.
COc1ccc(CNC(=O)COC(=O)c2ccc(Br)c(S(=O)(=O)N3CCOCC3)c2)cc1 in the list: CAL PDZ FP-1 = -2; MITF TRPM1 HTS = -6; cardiac RTF act = 0; Wnt act = -2; V-ATPase pHluor = 6; Tat transport = -5; CDK5 inh = 1.9; Rtt109 HAT inh = 15; dFosB act = -9; CAL PDZ FP-2 = 1.0
CCOc1ccc(S(=O)(=O)N2CCCC(C(=O)NCc3ccccc3)C2)cc1 (stereo unspecified) in the list: CAL PDZ FP-1 = -6; MITF TRPM1 HTS = -8; cardiac RTF act = 0; Wnt act = -2; V-ATPase pHluor = 3; Tat transport = -8; CDK5 inh = 0.2; Rtt109 HAT inh = -3; dFosB act = -2; CAL PDZ FP-2 = -0.7
NS(=O)(=O)c1ccc(NC(=O)c2ccc(Cl)c(S(=O)(=O)NCc3ccco3)c2)cc1 in the list: CAL PDZ FP-1 = -10; MITF TRPM1 HTS = 11; cardiac RTF act = 0; Wnt act = 1; V-ATPase pHluor = 0; Tat transport = 14; CDK5 inh = 1.4; Rtt109 HAT inh = 3; dFosB act = -10; CAL PDZ FP-2 = -2.7

Carrying on:
SMILES | CAL PDZ FP-1 | MITF TRPM1 HTS | cardiac RTF act | Wnt act | V-ATPase pHluor | Tat transport | CDK5 inh | Rtt109 HAT inh | dFosB act | CAL PDZ FP-2
Cc1nnc(SCc2nnc(-c3ccccc3Br)o2)s1 | -4 | 14 | -9 | 14 | 0 | 8 | 0.4 | -3 | -3 | -1.6
O=C(COC(=O)c1ccccn1)Nc1ccccc1Cl | 1 | 46 | -1 | . | -5 | 2 | -0.6 | -2 | -2 | -1.5
CC(C)c1nc2oc3c(NCC4CCCO4)ncnc3c2c2c1COC(C)(C)C2 (stereo unspecified) | -6 | -4 | -3 | . | -2 | -3 | 1.6 | 3 | 2 | -0.6
CCCc1[nH]nc2c1C(c1ccc(OCCN3CCOCC3)c(OCC)c1)C(C#N)=C(N)O2 (stereo unspecified) | -3 | -10 | -11 | . | 0 | -5 | 0.8 | 8 | -1 | -2.3
C=CCN(c1ccccc1)S(=O)(=O)c1cccc(C(=O)Nc2ncccc2O)c1 | 1 | -1 | -2 | . | 0 | 0 | 0.8 | 3 | -11 | -1.0
Cc1ccccc1NS(=O)(=O)CCCCC(Cl)(Cl)Cl | -4 | -1 | 2 | -4 | -2 | -1 | -0.1 | -5 | -9 | .
COc1ccc(NS(=O)(=O)c2cccc(C(=O)NCC3(N4CCCCC4)CCCCC3)c2)cc1 | 0 | 16 | -3 | -2 | -2 | 2 | 0.4 | . | 3 | -0.9
